High-throughput results: PubChem, National Center for Advancing Translational Sciences (NCATS)
Epigenetic reg: epigenetic control regulation, reporter derepression | AID 1865 | actives 0.2% (n = 280,000) | Potency, µM (series often up to 53.9 µM), without a hit: at the top dose GFP activation, hits mostly activators | murine LDR cells, GFP reporter derepression, 30 h; active = well fitted activation curve with a large enough effect; inconclusive = small, poorly fitted or top-dose-only effect; note: % of control where 0% means no effect; nearly all actives have a fitted effect of over 60% in size
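GFP-positive cell count by laser-scanning cytometry (objects 20–120 um) after 30 h, 37 C compound exposure of murine LDR cells; reporter is CMV-GFP integrated at a silenced locus, inducible by HDAC or DNMT inhibitors.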
The depositor's hits bear a star; ? = inconclusive. Potency is the fitted concentration of half-maximal effect.

The opening 14 records, ahead of the listing:
SMILES | Epigenetic reg
O=C(CN1C(=O)c2cccnc2Sc2ccccc21)Nc1cc(F)ccc1F | 0.8%
COc1ccccc1CNC(=O)C(=O)NCC(c1cccs1)S(=O)(=O)c1ccccc1 (centres undefined) | 1.3%
Cc1c(-c2ccc(Cl)cc2)c(=O)oc2ccc(OC(=O)N3CCOCC3)cc12 | 0.7%
Cc1ccc(Cn2c(=O)n(Cc3ccco3)c(=O)c3sc4ccccc4c32)cc1 | -1.6%
O=C(Nc1cnc(N2CCN(c3ccccc3)CC2)c(C(=O)O)c1)c1cccs1 | 0.0%
CCC(=O)C1=C(c2ccc(OC)c(OC)c2)N(C(=O)CC)n2c(nnc2-c2ccc(C)cc2)S1 | -0.6%
COc1ccc2[nH]cc(CCNC(=O)Nc3ccc(F)cc3)c2c1 | -1.1%
COc1ccc(Br)cc1CNC(=O)c1cnc2sc(N3CCC(C)CC3)nn2c1=O | -1.6%
CCOC(=O)c1ccc(NC(=O)c2cc3cc(C)ccc3n2C)cc1 | 0.8%
CCOC(=O)c1c(C)oc2nc(C)nc(NCCCN3CCN(c4ccc(F)cc4)CC3)c12 | -0.2%
O=C(Cc1ccccc1)Nc1sc2c(c1C(=O)Nc1ccccc1Cl)CCCC2 | -1.6%
CCn1cc(S(=O)(=O)c2ccc(C)cc2)c(=O)c2cc(F)c(N3CCCCCC3)cc21 | -1.2%
O=C(NC1CC(=O)N(c2cccc(F)c2)C1)c1ccc(S(=O)(=O)N2CCCC2)cc1 (centres undefined) | 1.8%
Cc1ccc(CCNC(=O)CCCc2nnc3n(C)c(=O)c4sccc4n23)cc1 | -1.3%

Main list, previewed entries included:
SMILES | Epigenetic reg
O=C(CN1C(=O)c2cccnc2Sc2ccccc21)Nc1cc(F)ccc1F | 0.8%
COc1ccccc1CNC(=O)C(=O)NCC(c1cccs1)S(=O)(=O)c1ccccc1 (centres undefined) | 1.3%
Cc1c(-c2ccc(Cl)cc2)c(=O)oc2ccc(OC(=O)N3CCOCC3)cc12 | 0.7%
Cc1ccc(Cn2c(=O)n(Cc3ccco3)c(=O)c3sc4ccccc4c32)cc1 | -1.6%
O=C(Nc1cnc(N2CCN(c3ccccc3)CC2)c(C(=O)O)c1)c1cccs1 | 0.0%
CCC(=O)C1=C(c2ccc(OC)c(OC)c2)N(C(=O)CC)n2c(nnc2-c2ccc(C)cc2)S1 | -0.6%
COc1ccc2[nH]cc(CCNC(=O)Nc3ccc(F)cc3)c2c1 | -1.1%
COc1ccc(Br)cc1CNC(=O)c1cnc2sc(N3CCC(C)CC3)nn2c1=O | -1.6%
CCOC(=O)c1ccc(NC(=O)c2cc3cc(C)ccc3n2C)cc1 | 0.8%
CCOC(=O)c1c(C)oc2nc(C)nc(NCCCN3CCN(c4ccc(F)cc4)CC3)c12 | -0.2%
O=C(Cc1ccccc1)Nc1sc2c(c1C(=O)Nc1ccccc1Cl)CCCC2 | -1.6%
CCn1cc(S(=O)(=O)c2ccc(C)cc2)c(=O)c2cc(F)c(N3CCCCCC3)cc21 | -1.2%
O=C(NC1CC(=O)N(c2cccc(F)c2)C1)c1ccc(S(=O)(=O)N2CCCC2)cc1 (centres undefined) | 1.8%
Cc1ccc(CCNC(=O)CCCc2nnc3n(C)c(=O)c4sccc4n23)cc1 | -1.3%
Cc1ccccc1C(=O)NNc1ncnc2c1cnn2-c1cccc(Cl)c1 | 1.8%
Cc1ccc(C2c3c(oc4ccccc4c3=O)C(=O)N2c2nnc(C)s2)cc1 (centres undefined) | -0.4%
Cc1ccc([N+](=O)[O-])cc1S(=O)(=O)N1CCn2cccc2C1c1ccccc1 (centres undefined) | 1.6%
CCc1ccc(S(=O)(=O)NCc2nc3cccnc3n2Cc2ccccc2Cl)cc1 | 3.6%
COc1ccccc1CNC(=O)c1ccc(CN2CC(=O)N3CCCCC3C2=O)cc1 (centres undefined) | 0.0%
Cc1cccc(C(=O)NC2=NC(c3ccc(Cl)cc3)CC(=O)N2)c1 (centres undefined) | -1.2%
CCN(CCN(C)C)C(=O)C1CCN(S(=O)(=O)c2c(C)noc2/C=C/c2ccccc2F)CC1 | 16%
CS(=O)(=O)N(Cc1ccccc1)c1ccc(C(=O)Nc2ccc(Cl)cc2)cc1 | -0.8%
COc1cc(OC)c(N(C)C(=O)c2cc3c(=O)oc4ccccc4c3s2)cc1Cl | ?
CCOc1ccc(NC(=O)CSc2oc(-c3cccs3)nc2S(=O)(=O)c2ccc(Cl)cc2)cc1 | 0.0%
Cc1ccc(CNC(=O)CSc2ncc3c(n2)-c2cc(Cl)ccc2N(C)S3(=O)=O)cc1 | 18%
CC(=O)Nc1ccc(NC(=O)c2csnn2)cc1 | -3.2%
COc1ccc(N2CCN(C(=O)c3cccc(NC(=O)c4nsc5ccccc45)c3)CC2)cc1 | -3.7%
O=C(Nc1ccc(Cl)cc1)c1cc2c(-c3ccccc3)nn(-c3ccccc3)c2s1 | -0.1%
COc1cc(Cl)c(NS(=O)(=O)c2ccc3c(c2)CC(C)N3C(=O)C2CCC2)c(OC)c1 (centres undefined) | -1.2%
COc1ccc2nc(NC(=O)c3nc(S(=O)(=O)Cc4ccccc4F)ncc3Cl)sc2c1 | ?
CCOc1ccccc1NC(=O)CSc1nccn1-c1ccc(Cl)cc1 | 0.8%
O=C(O)c1ccc(CNCc2ccc(Cl)cc2)s1 | 1.5%
CCOC(=O)C1CCN(c2ncnc3c2nc2n3CCCCC2)CC1 | -0.2%
COc1cc(NC(=O)c2cccc(F)c2)ccc1NC(=O)c1cc2ccccc2o1 | 0.0%
CCN1CCN(c2ncc3c(n2)CCN(Cc2ccccc2C)C3)CC1 | 0.5%
COC(=O)c1cc(NS(=O)(=O)c2cc(Br)cc3c2N(C(C)=O)CC3)cc(C(=O)OC)c1 | -1.1%
Cc1cccc(CSc2cn(CC(=O)N3CCCC3)c3ccccc23)c1 | 2.7%
Cc1ccc(CN(C(=O)COc2ccc(C(C)C)cc2)C2CCS(=O)(=O)C2)o1 (centres undefined) | -3.1%
CCN(C(=O)CCS(=O)(=O)c1ccc2c(c1)CCN2C(C)=O)c1cccc(C(F)(F)F)c1 | 1.0%
COc1cc(OC)cc(C(=O)NCCc2csc(-c3cccc(C)c3)n2)c1 | 0.0%
CCOc1ccccc1CNC(=O)c1cnn(-c2ccc(C)cc2)c1-n1cccc1 | -4.3%
O=C(Cn1cc(S(=O)(=O)Cc2cccc(Cl)c2)c2ccccc21)NCc1ccccc1Cl | 1.1%
COc1ccc(OC)c(C2C(C(=O)Nc3ccc(C)cc3C)=C(C)Nc3c(C(=O)Nc4ccc(F)cc4)cnn32)c1 (centres undefined) | -1.3%
CCc1nnc(NC(=O)c2nc(SCc3cccc(C)c3)ncc2Cl)s1 | 5.5%
COc1ccc(CCNc2ncnc3c2c(-c2ccccc2)cn3-c2ccc(F)cc2)cc1OC | 0.9%
Cc1ccc2c(c1)-c1c(c(C(=O)N3CCN(c4cc(Cl)ccc4C)CC3)nn1C)CS2 | -2.3%
CNS(=O)(=O)c1cn(CC(=O)Nc2ccc(C(C)=O)cc2)cc1S(=O)(=O)NC | 1.6%
COc1ccc(CCNc2nc(SCc3ccc(F)cc3)nc3ccccc23)cc1OC | -1.3%
CCc1ccccc1NC(=O)Cn1c(=O)ccc2cc(S(=O)(=O)N3CCC(C)CC3)ccc21 | 4.2%
COC(=O)c1nc2n(n1)C(c1cc(OC)ccc1OC)C=C(c1ccc(Br)cc1)N2 (centres undefined) | 1.1%
COc1ccc(-c2onc(C)c2C)cc1S(=O)(=O)NCC1CCN(Cc2cccc(F)c2)CC1 | 2.5%
O=C(Nc1cc(F)ccc1F)c1ccc(CN2CC(=O)N3CCCCC3C2=O)cc1 (centres undefined) | -1.2%
Cc1cc(C)c(NC(=O)Cc2ccc(-n3c(C)nc4cccnc43)cc2)c(C)c1 | 1.5%
Cc1ccc(OCC(=O)N(c2ccc(C)cc2)S(=O)(=O)c2ccc(Cl)cc2)cc1 | -0.8%
Cc1ccc(NC(=O)c2c(C)oc3ccc(O)c(CN4CCOCC4)c23)c(C)c1 | 2.7%
COc1ccc(C(C)=O)cc1CSc1nc(Nc2ccc(F)c(F)c2)c2ccccc2n1 | -1.3%
Cc1ccccc1NC(=O)CSc1ncc2c(n1)-c1ccccc1N(C)S2(=O)=O | ?
Cc1ccc(NC(=O)C2CCCN(S(=O)(=O)c3cccc4cccnc34)C2)cc1 (centres undefined) | -3.2%
COc1ccc(-c2nc(SCCOc3cc(C)ccc3C(C)C)n3[nH]c(=O)cc3n2)cc1 | 6.7%
Cn1c(=O)oc2cc(S(=O)(=O)N3CCC(C(=O)NCc4ccccc4Cl)CC3)ccc21 | 6.9%

The list continues:
SMILES | Epigenetic reg
Cc1ccc(-c2cc(NC(=O)COc3c(C)cc(C)cc3C)on2)cc1 | -0.8%
CCCOc1ccccc1C(=O)N1CCC(c2nc3ccccc3s2)CC1 | 1.6%
CCN1CCN(C(c2ccc(OC)cc2)c2c(O)cc(C)n(Cc3ccco3)c2=O)CC1 (centres undefined) | -1.8%
CSc1ncc(C(=O)N2CCN(c3cc(Cl)ccc3C)CC2)c(C)n1 | -1.2%
COc1cccc(CNC(=O)c2ccc(-c3nc(CS(=O)c4ccccc4)c(C)o3)cc2)c1 (centres undefined) | -1.7%
Cc1cccc(N2CCN(C(=O)c3ccc4c(Cl)c5c(nc4c3)CCCC5)CC2C)c1 (centres undefined) | -1.1%
COC(=O)c1ccccc1NC(=O)CCCn1nc(C)c2c(C)n(-c3ccccc3)nc2c1=O | -0.9%
CCN1c2cc(C)ccc2-n2cccc2C12CCN(C(=O)Nc1cc(OC)c(OC)c(OC)c1)CC2 | 0.7%
Cc1ccc(C(=O)/C=C/c2cn(CC(O)CN3CCc4ccccc43)c3ccccc23)cc1 (centres undefined) | -2.5%
CCCCCn1c(=O)[nH]c2cc(C(=O)Nc3ccc(OC)c(OC)c3)ccc2c1=O | 0.3%
COc1ccc(Cl)cc1S(=O)(=O)NCc1ccc2c(c1)CCN2C(=O)c1cccc(C)c1 | -0.5%
CCOC(=O)c1c(C)sc(-c2c(-c3ccc(OC)c(F)c3)[nH]c3[nH]c(=O)[nH]c(=O)c23)c1O | 11%
COc1cc(NC(=O)c2c(-c3ccc(C)cc3)nnc3ccccc23)cc(OC)c1OC | ?
CCN1CCN(C(=O)c2cnn(-c3ccc(F)cc3F)c2C2CCN(C(=O)OC(C)(C)C)CC2)CC1 | 0.0%
CC(C)c1ccc(C2CC(=O)Nc3cc4c(cc32)OCCO4)cc1 (centres undefined) | 4.7%
COc1cc(NS(=O)(=O)c2cnc(N)nc2)cc(OC)c1 | 5.2%
O=C1CS(=O)(=O)C2(C(=O)Nc3ccccc32)N1c1cccc(Cl)c1 (centres undefined) | 0.0%
CCCCNc1ccc(-c2nc(-c3ccccc3)no2)cc1[N+](=O)[O-] | -1.9%
CCc1cccc(NC(=O)c2sc3nc[nH]c(=O)c3c2C)c1 | 0.0%
COc1ccc(NC(=O)CC(C)S(=O)(=O)c2cc3c(cc2C)NC(=O)CO3)cc1OC (centres undefined) | -0.4%
O=C(CSc1nccn1Cc1ccccc1)Nc1nc2ccccc2s1 | 7.6%
Cc1ccc(CN(C(=O)COc2ccc(C)c(C)c2)C2CCS(=O)(=O)C2)o1 (centres undefined) | 1.9%
COc1ccc(/C=C/C(=O)Nc2ccc3nc(N4CCC(C)CC4)cc(C)c3c2)cc1OC | ?
Cc1ccc(CNC(=O)CSc2ccc(-c3sc(-c4ccccc4)nc3C)nn2)cc1 | 0.7%
Cc1cc(O)c(C(c2ccccc2)N2CCN(C)CC2)c(=O)n1Cc1ccco1 (centres undefined) | 4.6%
COc1cc2c(C(=O)N(C)c3cc(Cl)ccc3OC)cn(CC(C)C)c(=O)c2cc1OC | 6.2%
COc1cccc(NC(=O)CNC(=O)Cn2c(C)cc3ccccc3c2=O)c1 | 4.0%
COc1ccc(C2CC(=O)c3c([nH]c(C(=O)OCCOc4ccccc4)c3C)C2)cc1OC (centres undefined) | 4.9%
COc1ccc(-n2c(=O)c3c(c4cc(OC)ccc4n3C)n(Cc3cccc(OC)c3)c2=O)cc1 | -2.9%
CCc1ccc(CNC(=O)C2CCN(C(=O)c3ccc(-n4c(C)cc5ccccc54)s3)CC2)cc1 | -1.5%
CCOC(=O)c1c(NC(=O)c2cc(-c3ccccc3OC)on2)sc(C)c1C | -1.8%
COc1cc(CN(C(=O)COc2ccc(C)cc2)c2ccccn2)cc(OC)c1OC | -2.2%
COc1ccc(CNC(=O)CCC2N=C3c4ccccc4N=C(SCc4ccc(F)cc4)N3C2=O)cc1 (centres undefined) | 1.3%
COc1cccc(Cc2nc3ccccc3nc2SCC(=O)Nc2cc(OC)ccc2OC)c1 | -1.1%
CCCCOc1ccc(CNC(=O)CN2C(=O)CCn3nc(-c4cn(C)c5ccccc45)cc32)cc1 | -1.0%
Cc1ccc(OCC(=O)Nc2c(C(=O)c3ccc(Cl)cc3)oc3ccccc23)cc1C | -1.0%
COC(=O)c1cc2oc3ccccc3c2n1Cc1ccc(C)cc1 | 0.0%
CCn1cc2nc(SCc3ccccc3Cl)n(CCc3ccccc3)c(=O)c2n1 | 0.3%
Cc1ccc(N2CCN(C(=O)c3cnn(-c4ccc(F)cc4F)c3C3CCN(C(=O)OC(C)(C)C)CC3)CC2)c(C)c1 | -0.3%
O=C(NCc1ccc(Cl)cc1)c1cnc(N2CCCCC2)c2ccccc12 | 0.0%
Cc1ccc(NC(=O)Cn2cc(S(=O)(=O)N3CCCC3)c(S(=O)(=O)N3CCCC3)c2)cc1F | 8.9%
Cc1cc(C)cc(NC(=O)CCc2c(C)nc3c(c2C)c(=O)n(C)c(=O)n3C)c1 | 18%
Cc1cccc(C(=O)N(Cc2nc(-c3ccc(Cl)cc3)no2)C(C)C)c1 | -1.1%
Fc1ccc2[nH]c(-c3cccs3)cc2c1 | -2.5%
CC(C)c1ccccc1NC(=O)CN1C(=O)c2cccc3cccc1c23 | 1.0%
CCOc1cc(C2C(C(=O)Nc3ccc(OC)cc3)=C(C)Nc3nc(SC)nn32)ccc1O (centres undefined) | -1.8%

Some of the compounds tested (hit frequency here may not be typical).
